PTPN22 act: LYP (human) phosphatase activation; 96,000 compounds, 0.11% hits; Q9Y2R2; AID 697; activation, % at 2 µM; recombinant LYP, DiFMUP fluorescence; 0 = plate median, 100 = signal doubled;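 active means activation at 2 µM above a set limit, the mean plus 5 SD, cut at about 37% in these data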
H69AR inhibit: blocks growth of human H69AR lung tumor cells; viability, % at 10 µM; H69AR lung tumor viability, ATP luminescence, 72 h; stronger effect = lower value; 85,000 compounds, 6% hits;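 active means viability at or below 40%; inactive means viability above 40%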;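 further: multidrug resistant small cell line overexpressing MRP-1 efflux transporter; 100% = mean luminescence of untreated control wells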
PostGolgi ctrl: growth of the yeast control strain, post-Golgi counter-screen | efflux-deficient yeast background strain, growth absorbance A615, 16 h | inhibition, % at 10 µM | 98,000 compounds, 5% hits; in the data active means inhibition above about 30%
S1P2 antag: S1P2 (human) receptor antagonism | cell-based S1P2 antagonist assay, inhibition at 5 uM | inhibition, % at 5 µM | 97,000 compounds, 0.21% hits; in the data active means inhibition above about 45%;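 further: CRE beta-lactamase reporter cells expressing human S1P2 stimulated with S1P; 0% = agonist at EC80 alone and 100% = agonist plus reference antagonist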
Target sequence (O95136 whole entry, looked up): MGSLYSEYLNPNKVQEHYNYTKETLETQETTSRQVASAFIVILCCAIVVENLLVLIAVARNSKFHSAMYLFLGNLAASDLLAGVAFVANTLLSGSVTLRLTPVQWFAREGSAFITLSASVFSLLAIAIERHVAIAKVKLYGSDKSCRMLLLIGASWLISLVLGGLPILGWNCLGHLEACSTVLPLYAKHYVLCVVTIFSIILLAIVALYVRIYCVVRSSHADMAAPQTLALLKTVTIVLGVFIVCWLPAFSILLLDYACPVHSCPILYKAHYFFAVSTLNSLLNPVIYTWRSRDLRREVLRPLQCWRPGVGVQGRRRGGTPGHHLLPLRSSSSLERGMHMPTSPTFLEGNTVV
sEH activator: soluble epoxide hydrolase (human) activation; P34913; purified human sEH enzymatic activity, activator screen; activation, % at 2 µM; 91,000 compounds, 0.04% hits; in the data active means activation above about 37%; further: values of inactives mirror those of a sister screen read the other way
Target sequence (P34913 whole entry, looked up): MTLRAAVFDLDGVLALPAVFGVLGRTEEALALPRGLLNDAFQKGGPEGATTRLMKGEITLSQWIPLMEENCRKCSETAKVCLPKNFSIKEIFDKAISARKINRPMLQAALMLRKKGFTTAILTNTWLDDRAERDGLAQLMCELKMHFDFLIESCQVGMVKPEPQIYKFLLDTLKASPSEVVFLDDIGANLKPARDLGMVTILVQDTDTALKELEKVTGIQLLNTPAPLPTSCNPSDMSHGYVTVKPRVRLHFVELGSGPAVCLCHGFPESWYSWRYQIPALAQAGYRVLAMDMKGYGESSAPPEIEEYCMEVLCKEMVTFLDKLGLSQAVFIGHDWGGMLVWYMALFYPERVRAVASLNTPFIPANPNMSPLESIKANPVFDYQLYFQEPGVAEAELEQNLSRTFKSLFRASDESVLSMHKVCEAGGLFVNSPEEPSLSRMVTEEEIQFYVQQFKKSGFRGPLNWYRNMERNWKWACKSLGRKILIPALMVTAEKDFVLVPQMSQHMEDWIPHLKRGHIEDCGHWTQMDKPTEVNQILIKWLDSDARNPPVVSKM
HUVEC inhibit: blocks proliferation of human endothelial cells; 86,000 compounds, 1.1% hits; viability, % at 10 µM (by protocol); HUVEC proliferation, CellTiter-Glo luminescence, 72 h; stronger effect = lower value;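 active means viability at or below 30%; inactive means viability above 30%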;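 further: 100% = median luminescence of DMSO-only cell control wells on each plate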
Fibroblast inh: blocks proliferation of human lung fibroblasts. viability, % at 10 µM. LL 47 human lung fibroblast viability, ATP luminescence; stronger effect = lower value. 85,000 compounds, 1.1% hits. AID 719;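 active means viability at or below 50% in the single dose screen; inactive means viability above 50%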;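 further: compound exposure lasted 72 h before the ATP readout; 100% = median luminescence of untreated cell-only wells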
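Times – overnight cell rest, 72 h compound treatment at 37 °C · Test system – human lung fibroblast line LL 47, low passage · Amount – 1,150 cells in each well · Controls – cell-only wells, no compound · Doses – 0.1% DMSO in all compound wells · Measured by – CellTiter-Glo luminescence · Buffer or medium – IMEM plus 15% FBS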
sEH inhibitor: inhibitors of human soluble epoxide hydrolase | recombinant human sEH enzymatic activity assay | P34913 | 91,000 compounds, 0.34% hits | inhibition, % at 2 µM | AID 707; in the data active means inhibition above about 80%; further: values of inactives mirror those of a sister screen read the other way; many of its hits are not listed in these tables
S1P2 agonist: activates the human S1P2 receptor; S1P2-expressing cell line, agonist reporter read-out; 97,000 compounds, 0.46% hits; activation, % at 4.5 µM; O95136; in the data active means activation above about 16%;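 further: 0% = vehicle low control and 100% = maximal reference agonist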
Numbers without * were called inactive; · = not tested or not shown. Some of the compounds tested; count on the stated rates, not on these rows.

Assay codes: A = PTPN22 act; B = H69AR inhibit; C = PostGolgi ctrl; D = S1P2 antag; E = sEH activator; F = HUVEC inhibit; G = Fibroblast inh; H = sEH inhibitor; I = S1P2 agonist
> CCN(CC)c1ccc(NC(=O)c2ccco2)cc1
  A = · | B = 95 | C = -2 | D = · | E = · | F = 99 | G = 102 | H = · | I = ·
> CCC1(C)Cc2c(sc3nc(NN)n(C)c(=O)c23)CO1 (configuration not stated)
  A = -5 | B = 12* | C = -1 | D = -24 | E = 9 | F = 77 | G = 89 | H = -12 | I = -7
> CC1CN(C(=O)c2scc3c2OCCO3)CC(C)O1 (configuration not stated)
  A = -2 | B = 91 | C = -1 | D = 2 | E = -1 | F = 88 | G = 95 | H = 1 | I = -2
> NC(=O)C1CCN(c2nc(C3CC3)nc3c2nnn3Cc2ccccc2Cl)CC1
  A = 8 | B = 31* | C = -10 | D = -8 | E = · | F = 85 | G = 94 | H = · | I = 1
> CCCn1c(SCC(=O)NCC2CCCO2)nc2c1c(=O)n(C)c(=O)n2C (configuration not stated)
  A = 1 | B = 95 | C = -1 | D = -8 | E = -4 | F = 98 | G = 101 | H = 4 | I = -7
> O=C(N/N=C/c1cn(-c2ccccc2)nc1-c1ccc(F)cc1)c1ccc2c(c1)OCO2
  A = -9 | B = · | C = 12 | D = 10 | E = -10 | F = · | G = · | H = 9 | I = -2
> COc1ccc(S(=O)(=O)NCc2csc(C)n2)cc1
  A = 5 | B = 110 | C = 1 | D = 10 | E = · | F = 100 | G = 95 | H = · | I = -3
> Cn1nnnc1NCc1c(F)cccc1Cl
  A = -14 | B = 92 | C = 3 | D = -14 | E = 4 | F = 94 | G = 99 | H = -5 | I = 0
> Nc1cccnc1Sc1cc(Cl)c(Cl)cc1Cl
  A = -2 | B = · | C = 8 | D = 2 | E = 14 | F = · | G = · | H = -12 | I = -2
> CCOc1ccc(OCCOc2ncnc3ccccc23)cc1
  A = -6 | B = 101 | C = 8 | D = -7 | E = -2 | F = 110 | G = 93 | H = 1 | I = -3
> CC1=C(C(=O)NCc2ccccc2)C(c2ccc(C)o2)n2ncnc2N1 (configuration not stated)
  A = -9 | B = 93 | C = 7 | D = 15 | E = · | F = 91 | G = 95 | H = · | I = -6
> Cc1ccc2cc3c(NC(=O)C4CCCO4)nn(CC(C)C)c3nc2c1 (configuration not stated)
  A = 1 | B = 79 | C = 12 | D = -16 | E = 9 | F = 101 | G = 96 | H = -10 | I = -1
> COc1cc(NC(=O)c2ccccc2Cl)c(OC)cc1NC(=O)CN1CCOCC1
  A = -6 | B = 90 | C = -2 | D = -22 | E = 5 | F = 101 | G = 113 | H = -8 | I = 1
> COc1cc(CNC2CCCC2)cc(OC)c1
  A = 2 | B = 100 | C = 14 | D = 5 | E = 9 | F = 92 | G = 105 | H = -12 | I = -11
> COc1ccc(-c2ccc(=O)n(CC(=O)NCc3ccco3)n2)cc1
  A = -6 | B = 82 | C = 12 | D = 4 | E = 2 | F = 100 | G = 100 | H = -2 | I = -2
> COc1ccc2c(c1)c(=O)oc1cc(OCC(=O)N3CCCC(C)C3)ccc12 (configuration not stated)
  A = -11 | B = 70 | C = 59* | D = -22 | E = 5 | F = 72 | G = 88 | H = -7 | I = -4
> CC(=O)Nc1ccc(NC(=O)CCCCCN2C(=O)c3ccccc3C2=O)cc1
  A = 16 | B = 81 | C = 18 | D = 18 | E = -12 | F = 96 | G = 94 | H = 9 | I = -5
> O=C(CN1C(=O)C2C3C=CC(C3)C2C1=O)Nc1ccc2c(c1)OCCO2 (configuration not stated)
  A = -2 | B = · | C = 0 | D = -6 | E = -28 | F = · | G = · | H = 27 | I = -6
> O=C(Nc1cc(S(=O)(=O)N2CCCC2)ccc1Cl)C1=COCCO1
  A = -11 | B = 84 | C = 29 | D = -7 | E = -10 | F = 93 | G = 102 | H = 9 | I = -2
> COc1cccc2c(=O)n(CC(=O)N3CCc4ccccc43)ccc12
  A = 2 | B = · | C = -8 | D = 13 | E = -13 | F = · | G = · | H = 16 | I = -4
> CC(C)(C)C(=O)CC1(O)C(=O)N(Cc2ccccc2)c2ccccc21 (configuration not stated)
  A = -6 | B = 91 | C = -2 | D = -25 | E = 3 | F = 103 | G = 100 | H = 0 | I = -2
> CCOC(=O)CNC(=O)CN1C(=O)CCS(=O)(=O)c2ccccc21
  A = -3 | B = 102 | C = 6 | D = -14 | E = -2 | F = 105 | G = 108 | H = 4 | I = -7
> CCOc1ccc(N(CC(=O)NC2CCCC(C)C2C)S(=O)(=O)c2c(C)noc2C)cc1 (configuration not stated)
  A = · | B = 55 | C = 11 | D = · | E = · | F = 82 | G = 94 | H = · | I = ·
> COc1ccc(S(=O)(=O)Nc2nnc(C(C)C)s2)cc1
  A = 3 | B = 99 | C = -2 | D = -6 | E = -5 | F = 97 | G = 100 | H = 7 | I = -2
> CCC(C)n1nnc2c(=O)oc3ccccc3c21 (configuration not stated)
  A = -5 | B = · | C = 18 | D = -6 | E = 3 | F = · | G = · | H = 1 | I = -4
> Cc1ccc2oc(-c3ccc(NC(=O)c4ccc5c(c4)OCO5)cc3)nc2c1
  A = -6 | B = · | C = 1 | D = -3 | E = -3 | F = · | G = · | H = 3 | I = 0
> CC1(C)CC(=O)c2sc(NC(=O)c3ccc4ncsc4c3)nc2C1
  A = -5 | B = 64 | C = 3 | D = -3 | E = 3 | F = 90 | G = 112 | H = -5 | I = -4
> CCN(CC)S(=O)(=O)c1ccc(OCC(=O)NCc2ccccc2)cc1
  A = -2 | B = 91 | C = 21 | D = 15 | E = -5 | F = 95 | G = 99 | H = 5 | I = -3
> CCOC(=O)COc1ccc2cc(C(=O)OCC)c(=O)oc2c1
  A = 4 | B = 101 | C = 0 | D = 1 | E = 2 | F = 80 | G = 107 | H = -1 | I = -5
> O=C(NCN1CCN(c2ccccn2)CC1)c1cnccn1
  A = · | B = 106 | C = 5 | D = · | E = · | F = 96 | G = 93 | H = · | I = ·

The list goes on; it opens with the six that closed the last part.
Assay codes: A = PTPN22 act; B = H69AR inhibit; C = PostGolgi ctrl; D = S1P2 antag; E = sEH activator; F = HUVEC inhibit; G = Fibroblast inh; H = sEH inhibitor; I = S1P2 agonist
> CCC(C)n1nnc2c(=O)oc3ccccc3c21 (configuration not stated)
  A = -5 | B = · | C = 18 | D = -6 | E = 3 | F = · | G = · | H = 1 | I = -4
> Cc1ccc2oc(-c3ccc(NC(=O)c4ccc5c(c4)OCO5)cc3)nc2c1
  A = -6 | B = · | C = 1 | D = -3 | E = -3 | F = · | G = · | H = 3 | I = 0
> CC1(C)CC(=O)c2sc(NC(=O)c3ccc4ncsc4c3)nc2C1
  A = -5 | B = 64 | C = 3 | D = -3 | E = 3 | F = 90 | G = 112 | H = -5 | I = -4
> CCN(CC)S(=O)(=O)c1ccc(OCC(=O)NCc2ccccc2)cc1
  A = -2 | B = 91 | C = 21 | D = 15 | E = -5 | F = 95 | G = 99 | H = 5 | I = -3
> CCOC(=O)COc1ccc2cc(C(=O)OCC)c(=O)oc2c1
  A = 4 | B = 101 | C = 0 | D = 1 | E = 2 | F = 80 | G = 107 | H = -1 | I = -5
> O=C(NCN1CCN(c2ccccn2)CC1)c1cnccn1
  A = · | B = 106 | C = 5 | D = · | E = · | F = 96 | G = 93 | H = · | I = ·
> CSC1=NCCN1C(=O)C(C)Oc1ccccc1 (configuration not stated)
  A = · | B = 96 | C = 0 | D = · | E = · | F = 100 | G = 111 | H = · | I = ·
> Cc1ccc(C(=O)CSc2ncn[nH]2)cc1
  A = -1 | B = · | C = -9 | D = 30 | E = 5 | F = 94 | G = 93 | H = -4 | I = 0
> COc1ccccc1CNC(=O)C/C(C)=N/NC(=O)Cc1ccccc1
  A = 7 | B = · | C = 12 | D = -5 | E = -1 | F = · | G = · | H = 7 | I = -8
> COc1ccc(OC)c(-n2nnnc2SCC(=O)Nc2ccc(C(=O)N3CCCCC3)cc2)c1
  A = -1 | B = 86 | C = 13 | D = 12 | E = -50 | F = 98 | G = 93 | H = 50 | I = -3
> Cc1cc[n+](CC(=O)c2cccs2)cc1
  A = 0 | B = 103 | C = -5 | D = 7 | E = -2 | F = 107 | G = 105 | H = 2 | I = -3
> O=C1CSC(c2cn(-c3ccccc3)nc2-c2cccs2)N1CC1CCCO1 (configuration not stated)
  A = 24 | B = 89 | C = 20 | D = -4 | E = -2 | F = 98 | G = 96 | H = 3 | I = -5
> Cc1nc(N)sc1-c1nnc(SCC(=O)Nc2nccs2)n1C
  A = 8 | B = 91 | C = 5 | D = -2 | E = 0 | F = 84 | G = 92 | H = 4 | I = 0
> Cc1nc2sc(C(c3ccccc3)N3CCOCC3)c(O)n2n1 (configuration not stated)
  A = -3 | B = 99 | C = · | D = 9 | E = 13 | F = 90 | G = 102 | H = -9 | I = -4
> CCOC(=O)c1c(NC(=O)c2cccc(N3C(=O)CCC3=O)c2)sc(C)c1C
  A = -9 | B = · | C = 8 | D = -10 | E = 18 | F = · | G = · | H = -20 | I = 16*
> O=C1/C(=C\c2ccco2)SC(=S)N1Cc1ccccc1
  A = -2 | B = · | C = -5 | D = 8 | E = -11 | F = · | G = · | H = 12 | I = -5
> Cc1ccccc1C(=O)Nc1ccccc1C(=O)NCc1ccccc1
  A = 4 | B = · | C = 13 | D = -3 | E = 2 | F = · | G = · | H = -2 | I = 0
> Cc1nc(N2CCN(Cc3ccccc3)CC2)c(C#N)c2c1COC(C)(C)C2
  A = 3 | B = 77 | C = · | D = -13 | E = -4 | F = 87 | G = 110 | H = 4 | I = -6
> O=C(c1ccc(N2C(=O)C3CC=C(Cl)CC3C2=O)cc1)N1CCCCC1 (configuration not stated)
  A = 11 | B = 87 | C = 1 | D = 12 | E = -6 | F = 96 | G = 99 | H = 6 | I = 0
> Cc1ccc(S(=O)(=O)N2CCN(C(=O)c3cc4c(C)nn(-c5ccccc5)c4s3)CC2)cc1
  A = -5 | B = 87 | C = 23 | D = 8 | E = -5 | F = 90 | G = 97 | H = 7 | I = 2
> CCOc1ccccc1-c1nc(-c2ccncc2)no1
  A = -5 | B = 81 | C = 10 | D = -9 | E = -1 | F = 84 | G = 95 | H = 0 | I = -4
> Cc1nn(CC(=O)Nc2ccc(Cl)cn2)c(C)c1[N+](=O)[O-]
  A = -2 | B = · | C = -3 | D = -13 | E = 4 | F = · | G = · | H = -3 | I = -9
> COc1ccc(-c2nc(C#N)c(NCCc3ccccc3)o2)cc1
  A = -2 | B = · | C = 2 | D = -34 | E = 1 | F = · | G = · | H = 2 | I = -4
> COc1ccc(CCn2c(N3CCN(Cc4ccccc4)CC3)nc3c2c(=O)[nH]c(=O)n3C)cc1
  A = -6 | B = 33* | C = -1 | D = -1 | E = 3 | F = 85 | G = 98 | H = -2 | I = -8
> COC(=O)c1ccc(NC(=O)C23CC4CC(C2)CC(n2cncn2)(C4)C3)cc1
  A = 7 | B = 76 | C = · | D = -13 | E = -10 | F = 96 | G = 100 | H = 11 | I = -7
> Cc1ccc(N2C(=O)C3C(C2=O)C2C=CC3C23CC3)cc1 (configuration not stated)
  A = -9 | B = 107 | C = 10 | D = 10 | E = 16 | F = 102 | G = 106 | H = -15 | I = -2
> CC(c1nnc(SCC(=O)Nc2sccc2C#N)n1-c1ccc(Cl)cc1)N(C)C (configuration not stated)
  A = -2 | B = 88 | C = 13 | D = -8 | E = -12 | F = 96 | G = 95 | H = 13 | I = -1
> Cc1cc(N)n2ncc(-c3ccccc3)c2n1
  A = 2 | B = 72 | C = 27 | D = -2 | E = 10 | F = 95 | G = 95 | H = -7 | I = -3
> O=C(Nc1ccc(Cl)cc1)N1CCSCC1
  A = 9 | B = 94 | C = 44* | D = -27 | E = -61 | F = 97 | G = 104 | H = 61 | I = 1

Quoted from the listing:
Result of Cc1ccc(N2C(=O)C3C(C2=O)C2C=CC3C23CC3)cc1 (configuration not stated) under H69AR inhibit: 107
Result of Cc1ccc2oc(-c3ccc(NC(=O)c4ccc5c(c4)OCO5)cc3)nc2c1 under PostGolgi ctrl: 1

Assay outcomes deposited in PubChem BioAssay by several laboratories.
